# Growth percent in the NCI-60 one-dose screen (48 h, 10 µM unless noted): 100 = growth as untreated, 0 = no growth, -100 = all killed.
# SNB-75: SNB-75 CNS cancer | hit rate 5% among 79,000
# HCT-116: HCT-116 colon cancer; hit rate 7.3% among 82,000; AID 1794798
# KM12: KM12 colon cancer cells. hit rate 5% among 82,000
# SNB-19: SNB-19 CNS cancer cells | hit rate 2.5% among 81,000
# SW-620: SW-620 colon cancer. hit rate 5.2% among 82,000. AID 1794795
# HCC-2998: HCC-2998 colon cancer | hit rate 4.7% among 79,000
# SF-539: SF-539 CNS cancer; hit rate 6.8% among 81,000
# HCT-15: HCT-15 colon cancer | AID 1794746 | hit rate 5.2% among 82,000
# SF-295: SF-295 CNS cancer cells | hit rate 5.6% among 79,000 | AID 1794758
# The depositor's hits bear a star; / = no result given. How the source made its calls: active means growth percent below 10; inactive means the rest.
SMILES,SNB-75,HCT-116,KM12,SNB-19,SW-620,HCC-2998,SF-539,HCT-15,SF-295
N#Cc1c(-c2ccc(F)cc2)nc(SCc2nnc(-c3ccc(Cl)cc3)o2)[nH]c1=O,102,105,104,96,107,105,100,104,102
N#Cc1c(-c2ccccc2)nc2c(c(-c3ccc(Cl)cc3)nn2-c2ccccc2)c1-c1ccc(O)cc1,91,106,106,100,106,113,98,107,101
CC1=C2CC[C@@](C)(O)C2[C@H]2OC(=O)/C(=C/c3cccc(C(F)(F)F)c3)[C@@H]2CC1 (stereo not given in full),90,84,97,104,103,112,107,87,102
CC(C)[C@@H]1CC[C@@H](C)C[C@H]1OC(=O)c1ccc(N)cc1,88,99,100,101,105,101,103,89,98
COc1cc2cc(Oc3ccc(NC(=O)Nc4ccccc4)cc3)c(C)nc2cc1OCCN1CCOCC1,80,66,96,96,100,117,96,68,77
COCCCNc1ncnc2[nH]ncc12,91,101,108,101,108,106,93,109,114
O=C(N/N=C/c1ccc(F)cc1)c1ccc2cccc(O)c2n1,91,106,101,99,97,111,90,101,102
Cc1ccc2c(n1)C(=O)C(Cl)=C(Nc1cccc(C(C)C)c1)C2=O,69,13,80,72,28,/,81,32,70
c1ncc2c(n1)-c1c[nH]cc1CC2,97,99,120,103,105,122,154,111,141
COc1ccc(-c2nnc(Nc3ccc(Br)cc3)o2)cc1OC,82,97,101,93,102,120,93,106,101
CC(CNc1ccc(Cl)cc1)(CNc1ccc(Cl)cc1)[N+](=O)[O-],83,95,95,94,98,/,96,89,/
CN(C)C(=O)c1cccc([N+](=O)[O-])c1,102,98,111,103,110,118,108,93,85
CCOC(=O)c1ccccc1NC(=O)Nc1sc2c(c1C(N)=O)CCC(=O)C2,85,105,104,100,100,/,106,103,101
O=C(Nc1ccc(Cl)cc1)Oc1c(Cl)c(Cl)c(Cl)c(Cl)c1Cl,83,89,97,98,101,107,95,95,83
CCOC(=O)OCCSCCOC(=O)OCC,90,113,107,103,102,120,99,92,101
COc1nc(NC=O)cc(=O)[nH]1,99,107,115,96,104,112,108,100,118
Nc1o[nH]c(=O)c1Cc1ccccc1,98,112,105,103,91,65,106,102,111
CC(=O)N(c1ccccc1)c1ccccc1,101,92,105,105,105,88,107,107,104
Cc1ccc(C(C)CO)cc1 (stereo not given),101,104,101,98,110,101,94,99,92
Cc1c(C)c(Cl)c(C)c(Cl)c1O,88,110,106,107,97,94,98,121,103
CSc1nc(N)cc(N)n1,89,105,111,96,107,108,91,108,95
Cc1nn(-c2ccc(Cl)cc2)c(N)c1C1(O)C(=O)Nc2ccc(F)cc21 (stereo not given),81,105,164,93,94,94,87,119,102
N#C/C(=C\c1cccs1)C(=O)Nc1ncc(Cc2ccccc2Cl)s1,95,85,66,87,81,98,94,62,86
NC(=O)NCc1ccccc1,81,98,103,97,107,104,97,98,94
CCSC(NC(=O)c1ccccc1)=C(C#N)C#N,56,104,99,93,102,111,97,100,100
SMILES,SNB-75,HCT-116,KM12,SNB-19,SW-620,HCC-2998,SF-539,HCT-15,SF-295
CCN1C(=O)/C(=c2\sc3n(c2=O)C2C(NN=3)N(C)C(=O)N2C)c2ccccc21 (stereo not given),90,108,100,99,98,103,99,103,101
O=C(/C=C1\C(=O)N(Cc2ccccc2)c2ccccc21)c1ccc(OCCN2CCCCC2)cc1,79,-3.8*,81,88,-46*,94,52,-50*,86
CC(=O)OCC(=O)[C@@]1(O)CC[C@H]2[C@@H]3CCC4=CC(=O)CC[C@]4(C)[C@H]3[C@@H](O)C[C@@]21C,92,95,103,106,89,91,88,108,111
CCOC(=O)c1ncc(-c2cc(F)c(F)c(F)c2)c(NC2CCCCCC2)n1,77,90,100,94,101,/,102,98,87
CC(Nc1ccc(Br)cc1[N+](=O)[O-])C(=O)O (stereo not given),99,107,101,101,108,103,104,102,99
c1ccc2sc(-c3cnn4cccnc34)nc2c1,96,105,82,100,105,99,95,71,100
COc1ccc2c(c1)C(=O)/C(=C/c1cccc(OCC(=O)c3ccccc3)c1)O2,-8.0*,0.4*,72,99,-83*,-71*,-15*,32,91
CCCn1c(=O)[nH]c(N)c(C(c2ccc(F)cc2)c2c(N)[nH]c(=O)n(CCC)c2=O)c1=O,82,96,108,97,97,99,94,103,95
COc1ccc(-c2csc(N=Nc3c(O)[nH]c4ccc(OC)cc34)n2)cc1,69,81,81,102,97,104,82,80,90
O=c1[nH]nc(SCc2ccccc2)c(=S)[nH]1,90,103,110,103,104,133,100,98,87
Cc1ccc(CN(C)Cc2nc3c(Br)cc(Br)cc3c(=O)[nH]2)cc1,105,98,108,99,102,97,112,92,103
COc1ccc(-c2nn(-c3ccccc3)cc2-c2nc3ccccc3s2)cc1,57,89,103,95,95,102,71,98,91
O=C(CSc1n[nH]c(-c2ccncc2)n1)c1ccc(Cl)cc1,80,95,98,94,99,/,95,94,96
COC(=O)c1cc2oc(/C=N/NC(=O)c3cc4oc(-c5cccc(C(F)(F)F)c5)cc4[nH]3)cc2n1Cc1ccccc1,84,68,88,112,106,91,92,98,/
CC1=C(C)CC2C(=O)C=CC(=O)C2C1 (stereo not given),78,98,109,98,103,116,96,98,103
COc1ccc(-c2nc3sc4cc(OC)ccc4n3c2-c2nc3cc(Cl)c(Cl)cc3[nH]2)cc1,63,54,75,111,99,95,40,87,101
Cc1cc(-c2ccc(N=Nc3c(S(=O)(=O)O)cc4cc(S(=O)(=O)O)cc(N)c4c3O)c(C)c2)ccc1N=Nc1c(S(=O)(=O)O)cc2cc(S(=O)(=O)O)cc(N)c2c1O,84,83,103,97,97,99,90,104,102
CC(CO)(CO)C(=O)O,97,102,106,105,104,95,98,100,/
COc1ccc(Nc2nc3ccc(NC(=O)NC4CCCCC4)cc3[nH]c2=O)cc1,83,102,87,100,108,104,69,83,83
Cc1csc(NC(=O)c2ccc(N(C)C)cc2)n1,83,100,68,90,97,96,96,88,76
CCOC(=O)c1sc(/N=C2\NC(=O)/C(=C/c3ccc(N4CCN(C)CC4)cc3)S2)nc1C,101,103,95,104,120,95,100,96,102
O=c1nc2s/c(=C\c3cccc(F)c3)c(=O)n2c2nc(-c3ccccc3)c(-c3ccccc3)nc12,95,94,105,96,105,106,91,104,100
N#CC(C#N)=CN,92,99,105,96,99,115,97,100,97
CCCCNc1ccc([N+](=O)[O-])cc1[N+](=O)[O-],81,96,99,109,101,104,84,85,93
CCOC(=O)C1=C(C)NC(C)=C(C(=O)OCC(C)C)C1c1cccc(C#N)c1 (stereo not given),81,77,96,99,106,92,98,69,68

# Part of the list above, reformatted.
# Every second line gives: SNB-75 | HCT-116 | KM12 | SNB-19 | SW-620 | HCC-2998 | SF-539 | HCT-15 | SF-295
O=C(/C=C1\C(=O)N(Cc2ccccc2)c2ccccc21)c1ccc(OCCN2CCCCC2)cc1
→ 79 | -3.8* | 81 | 88 | -46* | 94 | 52 | -50* | 86
CC(=O)OCC(=O)[C@@]1(O)CC[C@H]2[C@@H]3CCC4=CC(=O)CC[C@]4(C)[C@H]3[C@@H](O)C[C@@]21C
→ 92 | 95 | 103 | 106 | 89 | 91 | 88 | 108 | 111
CCOC(=O)c1ncc(-c2cc(F)c(F)c(F)c2)c(NC2CCCCCC2)n1
→ 77 | 90 | 100 | 94 | 101 | / | 102 | 98 | 87
CC(Nc1ccc(Br)cc1[N+](=O)[O-])C(=O)O (stereo not given)
→ 99 | 107 | 101 | 101 | 108 | 103 | 104 | 102 | 99
c1ccc2sc(-c3cnn4cccnc34)nc2c1
→ 96 | 105 | 82 | 100 | 105 | 99 | 95 | 71 | 100
COc1ccc2c(c1)C(=O)/C(=C/c1cccc(OCC(=O)c3ccccc3)c1)O2
→ -8.0* | 0.4* | 72 | 99 | -83* | -71* | -15* | 32 | 91
CCCn1c(=O)[nH]c(N)c(C(c2ccc(F)cc2)c2c(N)[nH]c(=O)n(CCC)c2=O)c1=O
→ 82 | 96 | 108 | 97 | 97 | 99 | 94 | 103 | 95
COc1ccc(-c2csc(N=Nc3c(O)[nH]c4ccc(OC)cc34)n2)cc1
→ 69 | 81 | 81 | 102 | 97 | 104 | 82 | 80 | 90
O=c1[nH]nc(SCc2ccccc2)c(=S)[nH]1
→ 90 | 103 | 110 | 103 | 104 | 133 | 100 | 98 | 87
Cc1ccc(CN(C)Cc2nc3c(Br)cc(Br)cc3c(=O)[nH]2)cc1
→ 105 | 98 | 108 | 99 | 102 | 97 | 112 | 92 | 103
COc1ccc(-c2nn(-c3ccccc3)cc2-c2nc3ccccc3s2)cc1
→ 57 | 89 | 103 | 95 | 95 | 102 | 71 | 98 | 91
O=C(CSc1n[nH]c(-c2ccncc2)n1)c1ccc(Cl)cc1
→ 80 | 95 | 98 | 94 | 99 | / | 95 | 94 | 96
COC(=O)c1cc2oc(/C=N/NC(=O)c3cc4oc(-c5cccc(C(F)(F)F)c5)cc4[nH]3)cc2n1Cc1ccccc1
→ 84 | 68 | 88 | 112 | 106 | 91 | 92 | 98 | /
CC1=C(C)CC2C(=O)C=CC(=O)C2C1 (stereo not given)
→ 78 | 98 | 109 | 98 | 103 | 116 | 96 | 98 | 103
COc1ccc(-c2nc3sc4cc(OC)ccc4n3c2-c2nc3cc(Cl)c(Cl)cc3[nH]2)cc1
→ 63 | 54 | 75 | 111 | 99 | 95 | 40 | 87 | 101
Cc1cc(-c2ccc(N=Nc3c(S(=O)(=O)O)cc4cc(S(=O)(=O)O)cc(N)c4c3O)c(C)c2)ccc1N=Nc1c(S(=O)(=O)O)cc2cc(S(=O)(=O)O)cc(N)c2c1O
→ 84 | 83 | 103 | 97 | 97 | 99 | 90 | 104 | 102
CC(CO)(CO)C(=O)O
→ 97 | 102 | 106 | 105 | 104 | 95 | 98 | 100 | /

# The listing continues:
SMILES,SNB-75,HCT-116,KM12,SNB-19,SW-620,HCC-2998,SF-539,HCT-15,SF-295
N#Cc1c2ccccc2nc2ccccc12,98,105,108,92,98,/,/,/,99
CC1=C(c2cc(-c3ccccc3O)[nH]c(=O)n2)C(c2ccccc2)NC(=S)N1 (stereo not given),65,97,102,90,94,109,99,100,101
CCOC(=O)c1cnc2c3c(noc13)CCC2,97,103,108,102,102,104,109,108,93
O=S(=O)(Nc1ccc(F)cc1F)c1ccc(-c2cnc(C3CC3)o2)cc1,-13*,21,30,46,24,55,1.2*,24,31
O=CNc1ccc2c3c(cccc13)CC2,80,96,97,96,104,117,95,99,98
CCCCN(CCCC)CCCN=c1nc2c(c(N)n1-c1ccccc1)c(=S)n(-c1ccccc1)c(=S)n2-c1ccccc1,-94*,-25*,-100*,-87*,-100*,-91*,-98*,-73*,-100*
COc1ccc(-c2cc(Cc3ccc(Cl)cc3)c(=O)[nH]n2)cc1,110,94,101,91,98,103,98,101,102
CN1C(=O)N(C)C2Nn3c(s/c(=C\c4cccs4)c3=O)=NC21 (stereo not given),89,109,98,100,113,105,101,102,99
COc1cc(C(=O)OCC[N+](C)(C)C)cc(OC)c1OC,100,102,117,96,114,96,/,109,96
O=C(Cn1nncc1CN1C(=O)CSC1=O)Nc1cccc(Br)c1,/,103,110,98,101,95,95,98,103
COc1ccc(Nc2ncnc3ccc(-c4cncc(NS(C)(=O)=O)c4)cc23)cc1Cl,27,19,61,42,38,49,19,63,56
COc1ccc2c(c1)O/C(=C\c1c(C)n(C)n(-c3ccccc3)c1=O)C2=O,67,96,101,108,100,72,108,99,109
CC(SC(C)C(=O)N/N=C/c1ccc(F)cc1)C(=O)N/N=C\c1ccc(F)cc1 (stereo not given),111,96,111,99,110,99,99,103,/
c1csc(-c2cn3nc(-c4c[nH]c5ccccc45)sc3n2)c1,-4.3*,15,24,29,23,52,-13*,22,14
O=S(=O)(O)c1ccc(N=Nc2ccc(N=Nc3ccc(O)cc3)cc2)cc1,82,105,105,98,100,101,106,108,97
Nc1nc(N)c2c(n1)NC(c1ccc(F)cc1)CC(c1cccc(Nc3ccncc3)c1)=N2 (stereo not given),64,39,76,98,51,89,89,98,94
CC1=NC(=S)NC(c2ccccc2)/C1=C1/CC(c2ccc(Cl)cc2)N(c2ccccc2)N1 (stereo not given),101,110,107,102,108,113,106,100,104
COc1cc(NC(=O)Cc2cc3c(OC)c(OC)c(OC)cc3nc2CCC(N)=O)cc(OC)c1OC,90,97,100,111,105,101,103,105,94
CC(=O)ON=C1C=CC(=C(C#N)c2ccccc2)C=C1,20,-13*,-48*,83,6.4*,88,25,8.5*,40
CC1CCCCC1(O)Cc1ccccc1 (stereo not given),89,94,109,97,106,93,110,103,124
Nc1c(Cl)cccc1[N+](=O)[O-],104,112,107,103,95,105,108,104,107
O=C(CSc1nc2ccccc2c(=O)n1-c1ccccc1)Nc1cccc(C(=O)/C=C/c2ccccc2Cl)c1,86,20,100,93,92,108,102,93,102
N[C@@H](Cc1ccccc1)[C@@H](O)C(=O)NCc1ccccn1,103,103,102,103,101,108,104,101,99

# 3 neighbouring entries already listed, quoted:
SMILES,SNB-75,HCT-116,KM12,SNB-19,SW-620,HCC-2998,SF-539,HCT-15,SF-295
Nc1c(Cl)cccc1[N+](=O)[O-],104,112,107,103,95,105,108,104,107
O=C(CSc1nc2ccccc2c(=O)n1-c1ccccc1)Nc1cccc(C(=O)/C=C/c2ccccc2Cl)c1,86,20,100,93,92,108,102,93,102
N[C@@H](Cc1ccccc1)[C@@H](O)C(=O)NCc1ccccn1,103,103,102,103,101,108,104,101,99

# Compound activity: PubChem BioAssay, NCI

# Compounds were not picked by outcome. About 11% of those tested had a hit in this group.
